AMPAR-TARP mod = modulators of GluA2-stargazin AMPA receptor complexes, primary screen, cell-based, membrane potential dye. Voltage-dependent calcium channel gamma-2 subunit (Mus musculus) + Glutamate receptor 2 …. HEK293 GluA2+stargazin, membrane potential dye (FDSS), glutamate EC50; hits were called plate by plate, in both directions. calls only at 30 µM. 40,000 compounds, 3.5% hits. AID 1259245, 2017;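 active = any of four per-well response measures lying three or more SD from its plate-wide compound average, in either direction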
Target sequence (O88602 whole entry, looked up): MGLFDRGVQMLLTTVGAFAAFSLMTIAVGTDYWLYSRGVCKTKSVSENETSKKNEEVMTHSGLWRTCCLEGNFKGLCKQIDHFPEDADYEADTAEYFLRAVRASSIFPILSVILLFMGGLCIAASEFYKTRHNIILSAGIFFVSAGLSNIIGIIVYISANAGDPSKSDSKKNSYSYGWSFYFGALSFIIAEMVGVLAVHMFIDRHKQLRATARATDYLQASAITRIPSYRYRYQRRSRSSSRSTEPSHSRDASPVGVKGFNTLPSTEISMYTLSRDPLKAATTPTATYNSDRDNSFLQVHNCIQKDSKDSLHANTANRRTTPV
Target sequence (P19491 whole entry, looked up): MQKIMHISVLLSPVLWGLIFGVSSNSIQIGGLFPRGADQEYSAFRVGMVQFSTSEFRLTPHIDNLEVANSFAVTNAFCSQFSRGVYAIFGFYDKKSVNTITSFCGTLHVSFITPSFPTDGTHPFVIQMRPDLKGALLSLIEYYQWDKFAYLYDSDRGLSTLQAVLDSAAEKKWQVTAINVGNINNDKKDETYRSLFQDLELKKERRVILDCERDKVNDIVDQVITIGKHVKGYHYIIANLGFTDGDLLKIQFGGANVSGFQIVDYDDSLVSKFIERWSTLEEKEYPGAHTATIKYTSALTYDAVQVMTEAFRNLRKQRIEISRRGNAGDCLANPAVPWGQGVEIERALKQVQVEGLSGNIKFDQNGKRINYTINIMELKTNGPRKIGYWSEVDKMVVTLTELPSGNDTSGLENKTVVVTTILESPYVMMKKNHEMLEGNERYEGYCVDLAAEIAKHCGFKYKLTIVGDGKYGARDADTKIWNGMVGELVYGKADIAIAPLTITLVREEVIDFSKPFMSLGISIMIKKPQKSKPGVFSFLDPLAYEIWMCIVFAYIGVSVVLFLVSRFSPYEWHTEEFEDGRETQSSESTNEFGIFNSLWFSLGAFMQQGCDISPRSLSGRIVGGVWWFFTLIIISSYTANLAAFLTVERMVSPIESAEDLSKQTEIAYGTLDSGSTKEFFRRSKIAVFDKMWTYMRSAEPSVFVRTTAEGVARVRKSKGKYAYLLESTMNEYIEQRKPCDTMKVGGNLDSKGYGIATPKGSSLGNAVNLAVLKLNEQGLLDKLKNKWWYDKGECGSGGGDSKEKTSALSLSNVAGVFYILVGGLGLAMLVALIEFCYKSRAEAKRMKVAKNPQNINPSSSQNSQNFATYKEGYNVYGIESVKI
AMPAR-TARP mod agonism max-min = further read-out of AMPAR-TARP mod, marked with its call; compound max-min signal; compound-alone response (agonism);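 unitless range of fluorescence divided by baseline over first 100 seconds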
AMPAR-TARP mod glutamate slope = recorded beside AMPAR-TARP mod, whose call it bears; glutamate slope, % of max; measured here: glutamate response slope, % max;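 scaled per plate between vehicle wells and maximal 1 mM glutamate control wells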
* marks the source's active call; other numbers are inactive results; i = inactive; + = active, no number; & = joins results of further samples.

structure | AMPAR-TARP mod | AMPAR-TARP mod agonism max-min | AMPAR-TARP mod glutamate slope
O=C(CC1SC(=O)N(CC(=O)c2ccccc2)C1=O)Nc1ccc(Br)cc1 (stereo not drawn) | i | 0.0756&0.0446 | 47.4&96.9
CCn1c(=NC(=O)c2ccnn2C)sc2cc3c(cc21)OCCO3 | i | 0.105 | 38.6
Cc1csc(NC(=O)c2ccc(S(=O)(=O)Nc3ccc(OC(F)(F)F)cc3)o2)n1 | + | 0.247* | 33.6*
O=C(NCC1COC2(CCCCC2)O1)c1cc(Cl)ccc1[N+](=O)[O-] (stereo not drawn) | i | 0.0383 | 88.1
COc1ccc(CCS(=O)(=O)Nc2ccc3c(c2)N(C(=O)c2ccco2)CC3)cc1 | i | 0.0593 | 42.7
O=C(Cn1cnc2ccccc21)N1CCN(c2ccc(-c3ccco3)nn2)CC1 | i | 0.0376 | 32.4
Cc1c(Cl)ccc2sc(N(CCN3CCOCC3)C(=O)c3ccc([N+](=O)[O-])cc3)nc12 | i | 0.133 | 61.5
CCCNC(=O)C(=O)Nc1c2c(nn1C(C)(C)C)CSC2 | i | 0.0402 | 51.0
Cc1cccc2sc(NC(=O)c3ccno3)nc12 | i | 0.147 | 63.5
Cc1cccc(C(=O)N2c3ccccc3CC2C(N)=O)c1 (stereo not drawn) | i | 0.0953 | 56.7
Cc1n[nH]c(C)c1S(=O)(=O)Nc1cc(-c2ccccc2)nn1C1CCS(=O)(=O)C1 (stereo not drawn) | i | 0.103 | 58.6
CC(C)(C)c1cc(NCc2ccccn2)n2ncc(-c3ccccc3)c2n1 | i | 0.122 | 58.3
COc1ccc2nc(N3CCN(C(=O)C4CCCN(S(C)(=O)=O)C4)CC3)sc2c1 (stereo not drawn) | i | 0.1 | 48.4
COc1ccc(-c2ccc(=O)n(CCCC(=O)Nc3ccc(Cl)cc3)n2)cc1OC | i | 0.0647 | 45.3
COc1ccc(CCNC(=O)C(=O)Nc2cc(N3CCCS3(=O)=O)ccc2OC)cc1 | i | 0.0978 | 53.7
CCSc1ccccc1C(=O)NCC1CCN(C(=O)Nc2ccccc2OC)CC1 | i | 0.0424 | 40.6
CC(=O)COc1ccc(N2CCn3c2nc2c3c(=O)n(C)c(=O)n2C)cc1 | i | 0.124 | 82.3
COc1ccc(/C=C/C(=O)NCC2CCN(C(=O)/C=C/c3ccco3)CC2)cc1OC | i | 0.0537 | 37.5
COCCN1CCC(CNC(=O)C(=O)Nc2ccc(C(F)(F)F)cc2)CC1 | i | 0.0713 | 53.0
O=C(Cc1ccc(-c2ccccc2)cc1)Nc1cccc(N2CCCC2=O)c1 | i | 0.115 | 44.3
CNC(=O)Cc1csc(Nc2cccc(Cl)c2)n1 | i | 0.193 | 76.5
O=C(c1ccccc1)N(CCN1CCOCC1)c1nc2c(F)cc(F)cc2s1 | i | 0.0651 | 38.7
CN1CCc2c(sc(NC(=O)c3ccc4ccccc4c3)c2-c2nc3ccccc3s2)C1 | i | 0.118 | 60.8
COc1ccc(C)cc1NC(=O)C(=O)NCc1ccc2c(c1)OCO2 | i | 0.108 | 66.4
O=C(CN1CCC(c2nnc(C3CC3)o2)CC1)Nc1cccc(Cl)c1Cl | i | 0.0869 | 61.0

Continued, overlapping the part above by 2 compounds.
structure | AMPAR-TARP mod | AMPAR-TARP mod agonism max-min | AMPAR-TARP mod glutamate slope
COc1ccc(C)cc1NC(=O)C(=O)NCc1ccc2c(c1)OCO2 | i | 0.108 | 66.4
O=C(CN1CCC(c2nnc(C3CC3)o2)CC1)Nc1cccc(Cl)c1Cl | i | 0.0869 | 61.0
Cc1nc(-c2cccs2)c(CCC(=O)N2CCN(c3ccccc3)CC2)s1 | i | 0.0741 | 33.6
O=C(NCc1ccc2c(c1)OCO2)C(=O)Nc1ccc2c(c1)OCO2 | i | 0.0412 | 40.0
Cc1ccc(Cl)cc1NC(=O)CSc1ncc(S(=O)(=O)c2cccs2)c(N)n1 | i | 0.116 | 67.5
O=C(Nc1ccc(F)c([N+](=O)[O-])c1)c1ccc(=O)n(Cc2cccc(Cl)c2)c1 | i | 0.0745 | 49.9
CC(C)c1ccc(-n2nnnc2SCC(=O)Nc2ccc(S(N)(=O)=O)cc2)cc1 | i | 0.0858&0.0455 | 50.7&99.6
CCOc1ccc2nc(N(CCN3CCOCC3)C(=O)c3ccc(C#N)cc3)sc2c1 | i | 0.0927 | 47.2
CC(C)(C)NC(=O)NCc1n[nH]c(=O)c2ccccc12 | i | 0.0858 | 55.9
COC(=O)c1ccc(NC(=O)C(=O)NCC2CCN(Cc3cccs3)CC2)cc1 | i | 0.0765 | 64.3
Cc1cc(NC(=O)C(=O)c2c(C)[nH]c3ccccc23)n(-c2nc3c(cnn3-c3ccccc3)c(=O)[nH]2)n1 | i | 0.163 | 55.5
CCOc1ccc(OCC)c(N2C=C(C#N)S(=O)(=O)c3ccc(Cl)cc32)c1 | i | 0.0253 | 50.2
Cc1ccc(-n2ccnc2N2CCN(CC(=O)Nc3ccccc3)CC2)cc1 | i | 0.0474 | 30.7
O=C(Nc1ccc([N+](=O)[O-])cc1-c1nc2ccccc2[nH]c1=O)C(F)(F)F | i | 0.0779 | 50.1
NC(=O)CN1CCN(CC(=O)Nc2cccc(C(F)(F)F)c2)CC1 | i | 0.0813 | 42.1
COc1ccc(CC(=O)Nc2ccc3c(c2)N(C(=O)C2CC2)CC3)cc1OC | i | 0.039 | 25.4
CCOc1cc(S(=O)(=O)NCCC2=CCCCC2)ccc1F | i | 0.105 | 68.5
CC(C)C(C(=O)Nc1ccc(S(N)(=O)=O)cc1)N1C(=O)C2C3C=CC(C3)C2C1=O (stereo not drawn) | i | 0.0449 | 53.0
O=C(Cc1ccc(Cl)cc1)Nc1ccc2c(c1)N(C(=O)c1ccco1)CC2 | i | 0.0941 | 53.9
O=S(=O)(NCc1ccsc1)c1cc(F)ccc1F | i | 0.0446 | 27.7
CCN1CCN(C(=O)CN2C(=O)c3ccccc3S2(=O)=O)CC1 | i | 0.0922 | 62.8
CC(O)(CNC(=O)CSc1ccc(F)cc1)c1ccc(-c2ccccc2)cc1 (stereo not drawn) | i | 0.156 | 53.6
Fc1ccc(Nc2nnnc3c2cnn3-c2ccccc2)cc1Cl | i | 0.142 | 49.9
Cn1nc(CNS(=O)(=O)CCN2C(=O)CCCC2=O)c2ccccc2c1=O | i | 0.0996 | 50.3
Cn1cccc1C(O)CNC(=O)Nc1ccc(Cl)c(Cl)c1 (stereo not drawn) | i | 0.202 | 50.8
COc1ccc(CCN2CC(=O)N(c3ccccc3)C3CS(=O)(=O)CC32)cc1 (stereo not drawn) | i | 0.109 | 60.4
CCOc1ccccc1-n1c(C)c(C)n2c3c(=O)[nH]c(=O)n(C)c3nc12 | i | 0.116 | 56.9

Further structures follow:
structure | AMPAR-TARP mod | AMPAR-TARP mod agonism max-min | AMPAR-TARP mod glutamate slope
O=C(Cn1c(=O)[nH]c2ccccc2c1=O)NCCc1ccncc1 | i | 0.113 | 66.0
O=C1CN(S(=O)(=O)c2cccc([N+](=O)[O-])c2)CC(Cn2c3ccccc3c3ccccc32)O1 (stereo not drawn) | i | 0.111 | 57.1
COc1ccc(/C=C2\SC(=S)N(c3ccccc3OC)C2=O)cc1OC | i | 0.108 | 78.0
COc1ccc(OC)c(-c2ccc(=O)n(CC(=O)N3CCCC3)n2)c1 | i | 0.0812 | 93.9
COc1cccc(-c2cc(CC(=O)Nc3ccccc3SC)no2)c1 | i | 0.1 | 46.6
COc1ccc(CCC(=O)Nn2cnc3c(cnn3C(C)(C)C)c2=O)cc1 | i | 0.0323 | 51.6
CCc1cccc(CC)c1NC(=O)CCCOc1ccccc1 | i | 0.0605 | 78.6
COCCN1CCC(NC(=O)c2ccc(Cl)s2)CC1 | i | 0.0658 | 62.4
COC(=O)c1ccsc1NC(=O)CC1Sc2ccccc2NC1=O (stereo not drawn) | i | 0.0707 | 49.8
COc1ccc(-n2c(C)cn3c4c(=O)n(CCc5ccccc5)c(=O)n(C)c4nc23)cc1 | i | 0.0705 | 38.6
CC(=O)Nc1ccc(C(=O)NCCNC(=O)Cc2ccc(F)cc2)cc1 | i | 0.0839 | 43.5
CCc1cccc(OCC(O)Cn2c(NCC(=O)O)nc3c2c(=O)[nH]c(=O)n3C)c1 (stereo not drawn) | i | 0.131 | 41.9
O=C(Cc1cccs1)N1CCN(c2ccc(-c3ccc4c(c3)OCO4)nn2)CC1 | i | 0.12 | 62.9
CCOc1ccc(NC(=S)c2c(-c3ccc(Cl)cc3)c3c4n(c(COc5cc(C)ccc5C(C)C)nn24)CCCC3)cc1 | i | 0.111 | 53.5
COc1ccc(CCC(=O)N2CCN(c3ccc(-c4ccc5c(c4)OCO5)nn3)CC2)cc1 | i | 0.0947 | 71.8
O=C(NCc1nc(-c2ccccc2)no1)C1CN(c2nc3c(F)cccc3s2)C1 | i | 0.111 | 62.1
COCC(C)(O)CNC(=O)c1cc(Cl)ccc1Cl (stereo not drawn) | i | 0.105 | 61.1
COc1ccc(-c2nnc(NC(C)=O)o2)cc1OC | + | 0.189* | 71.5*
O=C(Nc1cccc(N2CCCCC2=O)c1)Nc1ccc2c(c1)OCO2 | i | 0.0829 | 57.2
CCn1c(=NC(=O)c2ccc(S(=O)(=O)C(C)C)cc2)sc2cc(OC)ccc21 | i | 0.0987 | 64.8
O=C(CC(NCc1ccco1)C(=O)O)NN(c1ccccc1)c1ccccc1 (stereo not drawn) | i | 0.0818 | 67.8
Cc1ccc(-n2nc(C)c3c(Cl)c(C(=O)NC(C)c4ccccc4)cnc32)cc1 (stereo not drawn) | i | 0.0418 | 49.8
Cc1ccc(Cl)cc1S(=O)(=O)Nc1ccc2c(c1)N(C(=O)C1CCCC1)CC2 | i | 0.0648 | 67.0
O=C(CCc1csc(NC(=O)c2ccc[nH]c2=O)n1)Nc1nccs1 | i | 0.106 | 54.4
O=C(NCC1COC2(CCCCC2)O1)c1ccc([N+](=O)[O-])cc1Cl (stereo not drawn) | i | 0.119 | 100.8

Quoted from the listing:
COc1cccc(-c2cc(CC(=O)Nc3ccccc3SC)no2)c1 | AMPAR-TARP mod glutamate slope = 46.6
O=C(Cn1c(=O)[nH]c2ccccc2c1=O)NCCc1ccncc1 | AMPAR-TARP mod agonism max-min = 0.113

(further entries)
structure | AMPAR-TARP mod | AMPAR-TARP mod agonism max-min | AMPAR-TARP mod glutamate slope
O=C(NCc1cccc(Oc2ccc(F)cc2)c1)c1ccco1 | i | 0.12 | 63.1
O=C(NCCN1CCN(c2ccc(F)cc2)CC1)C(=O)Nc1ccc2c(c1)OCO2 | i | 0.109 | 48.8
Cc1ccc(-n2nnnc2CN2CCN(S(=O)(=O)c3ccccc3F)CC2)cc1 | i | 0.0716 | 66.7
O=C(Nc1cc(C(F)(F)F)cc(C(F)(F)F)c1)c1ccc(=O)[nH]n1 | i | 0.07 | 50.5
Cc1ccccc1NS(=O)(=O)c1ccccc1 | i | 0.114 | 54.3
CCS(=O)(=O)Nc1ccc2c(c1)N(C(=O)C(C)(C)C)CC2 | i | 0.059 | 64.3
Cc1cccc(C(=O)Nc2nn(C)c3c2CC(C)C(=O)N3)c1 (stereo not drawn) | i | 0.144 | 55.4
O=C(COc1ccc(F)cc1)NCCS(=O)(=O)N1CCN(Cc2ccccc2)CC1 | i | 0.0569 | 46.6
COc1ccc2cc(CNc3ccc(C)cc3)c(=O)n(CC(=O)Nc3cccc(C)c3)c2c1 | i | 0.0892 | 43.0
CC1CN(C(=O)c2ccc(N3C(=O)C4CCCCC4C3=O)cc2)CC(C)O1 (stereo not drawn) | i | 0.0691 | 48.6
CCOC(=O)C(=O)NCC(c1cccnc1)N1CCOCC1 (stereo not drawn) | i | 0.0594 | 54.3
COC(=O)c1ccc(NC(=O)C(=O)NCC2CCN(S(C)(=O)=O)CC2)cc1 | i | 0.108 | 67.6
Cc1cc(C)n(CCNc2nc3c(C(C)C)cccc3s2)n1 | i | 0.0389 | 41.4
CCCCOc1ccc(NC(=O)NCCC(O)c2ccco2)cc1 (stereo not drawn) | i | 0.125 | 60.7
CSCCC(C)(O)CNC(=O)c1ccccc1SC (stereo not drawn) | i | 0.0905 | 58.1
Cc1cccnc1NC(=O)c1ccc(S(=O)(=O)Nc2ccc(OC(F)(F)F)cc2)o1 | i | 0.141 | 50.4
COc1cc(NC(=O)Cc2ccc(-c3ccccc3)cc2)ccc1N1CCCC1=O | i | 0.123 | 48.1
CCOC(=O)c1c(SCC(=O)Nc2cc(OC)ccc2OC)nc(=O)[nH]c1C | i | 0.0571 | 55.2
CS(=O)(=O)c1ccc(C(=O)Nc2nnc(-c3ccc(Br)s3)o2)cc1 | i | 0.135 | 36.5
COc1ccc(N2CCN(c3nc4c(c(=O)[nH]c(=O)n4C)n3CC(=O)c3ccccc3)CC2)cc1 | i | 0.0636 | 48.5
O=C(c1cnccn1)N(CCN1CCOCC1)c1nc2ccc(Br)cc2s1 | i | 0.174 | 50.4
CN(C)C(CNC(=O)c1ccsc1)c1cn(C)c2ccccc12 (stereo not drawn) | i | 0.0812 | 46.7
Cc1ccc(-c2noc(Cn3ccn4nc(-c5ccccc5C)cc4c3=O)n2)cc1C | i | 0.0981 | 51.8

Compounds shown so far that have a COOH group, in the order listed:
structure | AMPAR-TARP mod | AMPAR-TARP mod agonism max-min | AMPAR-TARP mod glutamate slope
CCc1cccc(OCC(O)Cn2c(NCC(=O)O)nc3c2c(=O)[nH]c(=O)n3C)c1 (stereo not drawn) | i | 0.131 | 41.9
O=C(CC(NCc1ccco1)C(=O)O)NN(c1ccccc1)c1ccccc1 (stereo not drawn) | i | 0.0818 | 67.8

From PubChem

Not all compounds are listed. The share of hits here may be higher or lower than overall.
